Screening results: PubChem, The Scripps Research Institute Molecular Screening Center
TbREL1 inh = TbREL1 RNA ligase inhibitors, primary screen, biochemical, FRET fluorescence. RNA-editing ligase 1, mitochondrial (Trypanosoma brucei brucei), P86926. TbREL1 RNA ligation. inhibition, % at 9.66 µM. 89,000 compounds, 0.49% hits;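 active = inhibition above the mean inhibition across all screened compounds plus 3 SD, cut at about 11% in these data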;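 also: 0% = plate median of test wells and 100% = NSC42067 control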
Target sequence (P86926 whole entry, looked up): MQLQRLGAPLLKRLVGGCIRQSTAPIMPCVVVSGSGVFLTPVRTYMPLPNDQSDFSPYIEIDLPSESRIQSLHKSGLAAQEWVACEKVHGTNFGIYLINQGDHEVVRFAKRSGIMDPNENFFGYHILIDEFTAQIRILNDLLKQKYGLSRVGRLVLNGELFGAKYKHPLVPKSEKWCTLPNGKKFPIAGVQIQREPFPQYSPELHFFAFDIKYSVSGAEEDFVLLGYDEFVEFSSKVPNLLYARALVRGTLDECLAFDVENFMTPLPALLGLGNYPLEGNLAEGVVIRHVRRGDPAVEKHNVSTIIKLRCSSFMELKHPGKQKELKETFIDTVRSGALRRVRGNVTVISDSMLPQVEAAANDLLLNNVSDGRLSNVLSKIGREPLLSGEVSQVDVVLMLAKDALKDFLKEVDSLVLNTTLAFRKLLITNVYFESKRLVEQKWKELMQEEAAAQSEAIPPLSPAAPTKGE
* hit, by the source's call.

SMILES	TbREL1 inh
CCNC(=O)C1(C)CCN(C(=O)c2cccc(Cl)c2)C1 (stereo unspecified)	-1
Cc1ccc(S(=O)(=O)N(C)C)cc1NC(=O)c1ccc(-n2cncn2)c([N+](=O)[O-])c1	-1
COC(=O)c1cc(COc2ccc3oc(C)c(C(=O)OC(C)C)c3c2)c(C)o1	-1
COc1ccc2[nH]c3c(c2c1)CCN1C(=O)C(CC(=O)NCc2ccco2)C[C@H](C(=O)N2CCOCC2)[C@@]31CCC1CCCC1 (stereo partly specified)	-5
CC1(Cc2ccc(Cl)cc2)C(=O)Nc2ccc(-c3cccnc3)cc21 (stereo unspecified)	-1
CN(CC(=O)Nc1ccc(F)cc1)C(=O)CN1C(=O)c2cccc([N+](=O)[O-])c2C1=O	4
COC(=O)C1=C(C)NC(=O)NC1c1ccc2ccccc2c1 (stereo unspecified)	3
COC(=O)c1cnc2c(c1C(=O)OC)c(=O)n(C)c(=O)n2C	3
Cc1ccc(-c2nnc(NCc3nc4ccccc4[nH]3)c3ccccc23)cc1S(=O)(=O)N(C)C	0
COc1cnn(-c2ccc(C)cc2)c(=O)c1SCc1ccccc1	-3
CC(Sc1ncnc2sccc12)C(=O)Nc1ccc(C(N)=O)cc1 (stereo unspecified)	-1
Cc1cccc(OCC(O)Cn2c(NCCCOC(C)C)nc3c2c(=O)[nH]c(=O)n3C)c1 (stereo unspecified)	-8
CCOc1cccc(/C=N\NC(=O)c2cnccn2)c1O	7
CCCCC/C=N/NC(=O)c1[nH]c2ccc([N+](=O)[O-])cc2c1C	4
COc1ccc(C(=O)Nc2ccc(S(=O)(=O)NC(C)=O)cc2)cc1	0
COc1ccc(OC(F)(F)F)cc1CC1(C)C(=O)Nc2ccc(-c3ccsc3)cc21 (stereo unspecified)	2
CC1(C)OC(=O)C(=C2CCCN2)C(=O)O1	-2
Cn1c(=O)c2c(ncn2CC(=O)Nc2ccc(Cl)cc2Cl)n(C)c1=O	0
O=C(NCc1cccs1)C1CCN(S(=O)(=O)c2cccc3nsnc23)CC1	0
O=C(Nc1ccc(-n2cnnn2)cc1)C1CCCN1C(=O)NC1CCCCC1 (stereo unspecified)	-3
COc1ccccc1NS(=O)(=O)c1ccc(C)c(C(=O)NCCCN2CCCC2=O)c1	-1
O=S(=O)(c1cc(Br)ccc1Br)N1CCCCCC1	3
CCCC(=O)N1CCC1(C)C(=O)NS(=O)(=O)c1ccc(C)cc1 (stereo unspecified)	2
CSc1ccccc1OCc1cc(C(=O)NC(C)Cc2cccc(C)n2)no1 (stereo unspecified)	-3
Cc1cccc(NC(=O)CSc2nccn2Cc2ccco2)c1C	0
O=C(CSc1nnnn1-c1ccc2c(c1)OCCO2)OC1CCCCC1	7
Cn1c(NC(=O)c2ccc(F)cc2)c(-c2cccs2)c(=O)c2ccccc21	3
O=C(O)c1cn(-c2ccccc2)nc1-c1ccncc1	3
O=C(NCc1ccc(F)cc1)C1CCN(S(=O)(=O)c2ccc(Br)s2)CC1	1
[S-]C(=Nc1ccc(Cl)cc1)N[n+]1ccccc1	-2
CC(C)C[C@H](NC(=O)c1nc[nH]c1C(=O)N1CCc2ccccc2C1)C(=O)OCc1ccccc1	7
Cc1ccccc1S(=O)(=O)/N=C(/Nc1c(C)n(C)n(-c2ccccc2)c1=O)c1ccccc1	3
COCCNC(=S)Nc1ccccc1Cc1ccccc1	2
Cc1cc(N/N=C/c2cccc(Cl)c2)nc(NCc2ccccc2)n1	8
CCOC(=O)Cn1c(=O)c2c(nc(Br)n2Cc2ccccc2Cl)n(C)c1=O	-2
O=C(Nc1nnc(C2CC2)s1)c1n[nH]c(=O)c2ccccc12	7
Nc1nc(Nc2ccccc2F)nc(NCCO)c1[N+](=O)[O-]	5
COC(=O)C1C2C=CC3(CN(c4ccc(Cl)c(F)c4)C(=O)C13)O2 (stereo unspecified)	0
CC(=O)Nc1ccc(NC(=O)c2c(C)noc2C)cc1	-1
O=C(O)[C@@H]1[C@@H]2C[C@@H]2CN1c1ncccc1[N+](=O)[O-]	6
O=C(c1ccc(-n2cccn2)cc1)N1CCN(c2ncccc2C(F)(F)F)CC1	-4
CCOc1nc(-c2ccc(OC)cc2)ccc1-c1noc(-c2ccncc2)n1	3
CC(=NNc1ccc([N+](=O)[O-])cn1)c1ccccc1	4
CSCCC(NC(=O)c1cccc(C)c1)C(=O)Nc1sccc1C(N)=O (stereo unspecified)	-1
O=C(CN1C(=O)c2ccccc2C1=O)Nc1ccccc1C(=O)NC1CCCCCC1	-1
COc1ccc(C2c3[nH]c4ccccc4c3CCN2CCCn2cccn2)c(F)c1 (stereo unspecified)	-4
Cc1nn(Cc2ccc(F)cc2)c(C)c1NC(=O)c1cnn2cccnc12	4
COc1ccc(C(CNC(=O)Cc2ccccc2)N2CCCCC2)cc1 (stereo unspecified)	0
O=S1(=O)c2c(cccc2N2CCC[C@@H]2CO)O[C@H]2CCN1C2	0
CCN(CC)S(=O)(=O)c1ccc(C)c(NC(=O)CN2CCN(Cc3ccccc3)CC2)c1	2
CCOC(=O)[C@]12CCCC=C1N(Cc1ccc(OC)cc1)C(=O)[C@@H]2CC(=O)NCc1ccccc1	-4
O=C(Nc1ccccc1N1CCCC1)c1ccc(Cl)c(S(=O)(=O)N2CCOCC2)c1	-6
COCCCNC(=O)C1CC(=O)N(CCc2ccccc2)C1 (stereo unspecified)	-2
CC(C)n1c(N2CCN(C(=O)NCc3ccccc3)CC2)nc2ccccc21	1
COc1ccc(OC(C)C(=O)Nc2cccc(OC)c2)cc1 (stereo unspecified)	0
COc1cc2c(cc1OC)/C(=C/C(=O)c1ccccc1F)NCC2	-3
Cn1c(N)c(C(=O)COC(=O)c2cc(C3CC3)nc3ccccc23)c(=O)n(C)c1=O	1
O=C(N[C@H](C(=O)N1CCC[C@H]1C(=O)NC1CCCC1)C1CCCCC1)c1ccc(Cl)c(Cl)c1	3
Cc1ccc2nsnc2c1S(=O)(=O)NCc1ccc2c(c1)OCO2	4
COC(=O)c1cc(NC(=O)c2ccc(C)cc2)c(=O)oc1C	-1

Going on with the list.
SMILES	TbREL1 inh
CCn1cc(CN2CCN(CC(C)(C)C)C(CCO)C2)c2ccccc21 (stereo unspecified)	-1
COc1ccc(C(CNC(=O)c2ccc(Br)o2)N2CCN(C)CC2)cc1 (stereo unspecified)	-2
Cc1c(C(=O)N2CCc3ccccc32)oc2ccccc12	2
CCOC(=O)N1CCN(C(=O)c2ccccc2-c2ccccc2)CC1	0
CCN(CC)S(=O)(=O)c1cc(NC(=O)COC(=O)c2ccc(NC(=O)CC#N)cc2)ccc1C	-2
COc1ccccc1NC(=O)Cn1nnc(-c2ccccc2NS(=O)(=O)c2ccccc2)n1	1
CN(Cc1ccc2ccccc2c1)C(=O)c1ccc(C(F)(F)F)cc1	-1
O=C(NCCN1CCc2ccccc2C1)Nc1ccc(F)cc1	-1
CCc1nnc(NC(=O)C2Cc3ccccc3CN2S(=O)(=O)CC)s1 (stereo unspecified)	0
COc1ccccc1NC(=O)/C(=C\c1cccnc1)NC(=O)c1ccc(C)cc1	-1
COc1cc(S(=O)(=O)Nc2cccc(C(=O)O)c2)c(OC)cc1Cl	7
COc1ccc2c(c1)c(CC(=O)Nc1cccc(S(N)(=O)=O)c1)c(C)n2C(=O)c1ccc(Cl)cc1	-2
C[C@H](CO)N1C[C@H](C)[C@@H](CN(C)S(=O)(=O)c2cccs2)Oc2c(NC(=O)NC3CCCCC3)cccc2C1=O	-1
COc1ccc(C2CC(=O)C3=C(C2)Nc2ncnn2C3c2ccccc2C)c(OC)c1 (stereo unspecified)	-2
Cc1nc2nc(SCC(=O)NCCN3CCOCC3)nn2c(C)c1Cc1ccccc1	0
CCC(C)NC(=O)c1ccccc1NC(=O)/C(=C/c1ccc(OC)cc1)c1ccccc1 (stereo unspecified)	0
COC(=O)c1ccc(NC(=S)NCCc2ccc(OC)cc2)cc1	-2
COc1ccccc1C(=O)c1cc2ccc(O)cc2oc1=O	2
COc1ccc(C)cc1N(C(=O)COc1ccccc1)c1nc2ccccc2s1	1
CCCCCCCCN1C(=O)[C@H](CC(=O)N2CCN(C(=O)C3CC3)CC2)C[C@@]2(C(=O)OC)CC(C)(C)CC=C12	1
COc1ccc(/C=C(\NC(=O)c2ccc([N+](=O)[O-])cc2)C(=O)NCCN2CCOCC2)cc1	-4
Cc1cc(=O)[nH]c2nnc(SCC(=O)N3CC(C)OC(C)C3)n12 (stereo unspecified)	2
CCOc1ccc(N2C(=O)S/C(=C\c3cc(OC)c(OC)c(OC)c3)C2=O)cc1	3
CCOCCCn1c(=S)[nH]c2cc(C(=O)NCCOC)ccc2c1=O	-1
O=C(Cc1ccccc1)c1ccc(Cl)cc1	1
CCCc1nnc(NC(=O)c2c(O)c3c([nH]c2=O)CCCC3)s1	0
Oc1ccccc1-c1cc(C(F)(F)C(F)F)nc(-c2ccccc2)n1	-1
O=C(CC[C@H]1O[C@@H](n2ccc(=O)[nH]c2=O)[C@H](O)[C@@H]1O)N[C@@H](Cc1ccccc1)C(=O)NCc1ccccc1	8
Cc1cc(C)c(NC(=O)C2C(=O)Nc3ccccc3C(=O)N2C(C)(C)C)c(C)c1 (stereo unspecified)	0
COc1cc(C2(c3ccc(O)c(OC)c3)C(=O)Nc3c(Br)cc(Br)cc32)ccc1O	4
CC(=O)Nc1ccc(-c2ccc(NC(C)=O)c(O)c2)cc1O	1
O=C(COC(=O)c1cccnc1Cl)Nc1ccc(N2CCCCC2)cc1	-8
O=C(C1CCN(c2ncnc3c2sc2cccc(F)c23)CC1)N1CCN(Cc2ccc(F)cc2)CC1	-5
Cc1cc(C)n2nc(C(=O)Nc3ccc4c(c3)OCO4)cc2n1	-1
Cc1cc(NC(=O)/C=C/c2cccc(Cl)c2)n(-c2nc3ccccc3[nH]2)n1	3
Cc1ccccc1CN1CCCCC(NC(=O)Nc2cccc([N+](=O)[O-])c2)C1=O (stereo unspecified)	2
CC1CCCN(C(=O)c2cc(-c3ccco3)nc3ccccc23)C1 (stereo unspecified)	1
CCc1ccc(C(=O)N2CCN(c3ccc(F)cc3)CC2)s1	-1
CC(C)CC(c1nnnn1CCc1ccccc1)N1CCC(C(N)=O)CC1 (stereo unspecified)	-3
COc1ccc(C(CNC(=O)CCNC(=O)c2ccccc2Cl)N2CCCC2)cc1 (stereo unspecified)	1
O=S(=O)(c1ccc(NC(=S)N/N=C/c2ccc(O)c(O)c2)cc1)N1CCOCC1	-1
N#CC1=C2C=Cc3ccccc3N2CCCC1=O	1
CCOC(=O)c1ccc(Nc2cc(C)nc(C)c2C(=O)OCC)cc1	-3
CC1(C)CC(=O)C2=C(C1)NC(=O)CC2c1ccc(F)cc1 (stereo unspecified)	-1
CCOc1ccc(NC(=O)COc2ccc(N3CC(C(N)=O)CC3=O)cc2)cc1 (stereo unspecified)	-1
Cn1c(SCC(=O)Nc2ccccc2-c2ccccc2)nnc1-c1cnccn1	2
Cc1c(C(=O)NCc2ccc(Cl)c(Cl)c2)sc(=O)n1Cc1cccc(F)c1	6
COc1cccc(NC(=O)CCC(=O)Nc2ccc3nc(N4CCOCC4)cc(C)c3c2)c1	-3
O=C(COC(=O)Cc1n[nH]c(=O)c2ccccc12)NNC(=O)c1ccccc1	3
CC(C)C(NC(=O)C1CCCCC1)C(=O)NCCc1ccccc1 (stereo unspecified)	0
COc1cc(CCCN2CCNC[C@@H]2Cc2ccccc2)cc(OC)c1OC	3
O=S(=O)(NCc1cc(-c2ccccc2)no1)c1ccccc1	-1
COc1ccc(CNC(=O)CSc2nnc(NC(=O)c3ccccc3F)s2)cc1	2
CC(NC(=O)c1cccs1)c1ccc(Cl)cc1 (stereo unspecified)	2
CCc1nnc(N2CCN(c3ncnc4c3oc3ccccc34)CC2)s1	0
COc1ccc(N2CC(C(=O)NCCc3c[nH]c4ccccc34)CC2=O)cc1 (stereo unspecified)	-3
C=C1CCN([C@@H](C)C(=O)OCc2cccc(C)c2)S(=O)(=O)c2ccccc21	0
COCC(=O)Nc1cccc(Br)c1	4
CN1CCN(S(=O)(=O)c2cccc(C(=O)Nc3nc(-c4ccccc4)cs3)c2)CC1	-6

The list is partial; count on the stated rates, not on these rows.
